Bioassay records from PubChem BioAssay.
PKM2 act: activators of human pyruvate kinase M2; P14618; purified PKM2, Kinase-Glo ATP luminescence, activation; response scale: 0% is enzyme alone, no compound; Potency, µM (doses to about 57.5 µM), without a hit: top-dose activation, most hits filed as activators; actives 0.34% (n = 260,000); AID 1631; note: potency is the fitted concentration of half-maximal effect; % is set by controls: 0 for no effect and ±100 for the full control effect; nearly all actives have a fitted effect of over 55% in size
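Purified hPK-M2 (>95% pure) converted ADP (0.1 mM final) to ATP with 0.5 mM PEP in 50 mM imidazole pH7.2, KCl, MgCl2, Tween 20, BSA; 1 h at room temperature. ATP detected by Kinase-Glo luminescence.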
ASM inhibitor: inhibitors of human secretory acid sphingomyelinase | Potency, µM (top dose mostly 57.5 µM), for inactives: at the highest dose activity change, negative = inhibition, most hits filed as inhibitors | P17405 | actives 0.006% (n = 340,000) | placental ASM, HMU-PC fluorogenic substrate, 60 min; note: potency is the fitted concentration of half-maximal effect
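HMU-PC0 cleavage (9 uM final) by human placental ASM, 60 min at 37 °C following 10 min compound exposure at RT; stopped at pH 10, fluorescence Ex 386/Em 447 nm.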
Chronic BCR inh: chronic active BCR signaling inhibition. ABC-DLBCL IkBa-CBG/CBR reporter, luminescence ratio, 4 h. actives 0.05% (n = 340,000). Potency, µM (series often up to 46.1 µM), for the others: at the highest dose ratio change, negative = lower green/red ratio, usual class: inhibitors. AID 493014; active = well fitted inhibition curve with a large enough effect in the signal ratio, with a control signal flat, not every such curve was filed as active; inconclusive = small, poorly fitted or top-dose-only effect, or effect the other way, or a change in a side signal; the % refers to the signal ratio;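 note: potency is the fitted concentration of half-maximal effect; plate controls were basal doxycycline-induced cells for no effect and cells given 10 µM MG132 for full effect; MG132 reads +100%, hits lower the ratio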
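TMD8 human ABC-DLBCL cells with doxycycline-inducible IκBα–green luciferase fusion and unfused red luciferase, in 0.5% FBS medium; compounds up to 46 uM, 4 h at 37C. Green/red luminescence ratio, filter-overlap corrected, fitted to concentration-response curves.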
GALK inhibitor: inhibitors of human galactokinase. P51570. Purified GALK, Kinase-Glo residual ATP luminescence. Potency, µM (highest dose often 57.5 µM), without a hit: at the highest dose activity change, negative = inhibition, actives largely listed as inhibitors. actives 0.007% (n = 270,000). AID 1868; note: potency is the fitted concentration of half-maximal effect; % is set by controls: 0 for no effect and ±100 for the full control effect
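Kinase-Glo Plus luminescence measured ATP left after a 1 h room-temperature reaction. The reaction used 5 nM GALK, 100 uM galactose and 35 uM ATP at pH 8.0 (20 mM HEPES, 5 mM MgCl2, 60 mM NaCl, 1 mM DTT, 0.01% BSA).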
Eya2 phos inh: inhibitors of human Eya2 phosphatase activity; actives 0.006% (n = 330,000); recombinant Eya2, OMFP fluorescence dephosphorylation (OMFP is methylfluorescein phosphate); AID 488837; Potency, µM (series often up to 76.9 µM), inactives show top-dose activity, negative = inhibition, usual class: inhibitors; O00167; note: potency is the fitted concentration of half-maximal effect; % is set by controls: 0 for no effect and ±100 for the full control effect
Target sequence (O00167 whole entry, looked up): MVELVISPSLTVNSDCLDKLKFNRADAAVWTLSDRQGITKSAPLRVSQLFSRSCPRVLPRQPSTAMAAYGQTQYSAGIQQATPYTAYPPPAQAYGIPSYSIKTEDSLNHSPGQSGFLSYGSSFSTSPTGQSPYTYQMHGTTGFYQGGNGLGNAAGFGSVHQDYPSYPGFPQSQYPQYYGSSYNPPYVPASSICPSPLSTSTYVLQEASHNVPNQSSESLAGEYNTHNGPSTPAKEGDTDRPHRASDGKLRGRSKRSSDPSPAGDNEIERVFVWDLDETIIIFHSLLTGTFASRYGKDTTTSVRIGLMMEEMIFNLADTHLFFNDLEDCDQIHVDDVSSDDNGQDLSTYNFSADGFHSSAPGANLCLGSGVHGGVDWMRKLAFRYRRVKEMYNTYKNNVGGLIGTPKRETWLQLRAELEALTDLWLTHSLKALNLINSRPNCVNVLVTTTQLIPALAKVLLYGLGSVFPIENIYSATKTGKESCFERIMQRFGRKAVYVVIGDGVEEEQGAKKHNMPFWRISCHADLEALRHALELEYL
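Eya2 (0.2 uM) preincubated 10 min at ambient with compound, then OMFP substrate added at 50 uM; 10 min reaction in 50 mM HEPES pH 7.5, 50 mM NaCl, 5 uM MgCl2, 0.05% BSA, 1 mM DTT. Fluorescence read at Ex 485/Em 525 nm.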
MBNL1 CUG block: inhibitors of human MBNL1 binding to CUG repeat RNA; Q9NR56; TR-FRET MBNL1-His/biotin-(CUG)12 binding, 665/545 ratio; Potency, µM (doses to about 57.5 µM), for inactives: at the highest dose activity change, negative = inhibition, actives largely listed as inhibitors; actives 0.036% (n = 280,000); AID 2675; active = well fitted inhibition curve with a large enough effect in the signal ratio, with a control signal flat, not every such curve was filed as active; inconclusive = small, poorly fitted or top-dose-only effect, or effect the other way, or a change in a side signal; inactive = no such curve, though single readings can be large or run the other way; the % refers to the signal ratio; note: potency is the fitted concentration of half-maximal effect; % is set by controls: 0 for no effect and ±100 for the full control effect
Target sequence (Q9NR56 whole entry, looked up): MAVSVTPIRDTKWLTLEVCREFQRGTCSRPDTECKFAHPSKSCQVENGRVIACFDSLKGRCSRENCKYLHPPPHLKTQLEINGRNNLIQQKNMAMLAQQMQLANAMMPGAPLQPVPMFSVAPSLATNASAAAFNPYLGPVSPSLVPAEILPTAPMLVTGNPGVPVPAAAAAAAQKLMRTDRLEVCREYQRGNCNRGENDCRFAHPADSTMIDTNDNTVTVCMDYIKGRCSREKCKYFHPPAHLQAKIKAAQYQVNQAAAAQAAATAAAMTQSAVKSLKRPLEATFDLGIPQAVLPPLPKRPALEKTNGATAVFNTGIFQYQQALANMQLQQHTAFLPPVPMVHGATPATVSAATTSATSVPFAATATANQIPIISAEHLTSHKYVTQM
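Inhibition of protein-RNA binding appears as loss of TR-FRET between terbium anti-His antibody on MBNL1-His and streptavidin-XL665 on biotin-(CUG)12. Activity is normalized to buffer-only and uninhibited-complex controls.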
Menin-MLL TR inh: menin-MLL binding inhibition, Texas Red mutant peptide. O00255. Menin + Texas Red MLL mutant peptide, fluorescence polarization. Potency, µM (titrated, usually from 61.6 µM), for inactives: at the highest dose FP activity change, negative = inhibition, most hits filed as inhibitors. actives 0.23% (n = 270,000); active = well fitted inhibition curve with a large enough effect in the polarisation, with a control signal flat, not every such curve was filed as active; inconclusive = small, poorly fitted or top-dose-only effect, or effect the other way, or a change in a side signal; inactive = no such curve, though single readings can be large or run the other way; the % refers to the polarisation; note: potency is the fitted concentration of half-maximal effect; % of control where 0% means no effect; many of its hits are not listed in these tables
hERG WT inh: blocks the wildtype human KCNH2 potassium channel. Q12809. U2OS, BacMam KCNH2, thallium flux FluxOr; stronger effect = lower value. actives 0.37% (n = 340,000). activity change, % at 1.84 µM;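 active = maximum activity change below -70%; inconclusive = maximum activity change between -70% and -50%; inactive = maximum activity change above -50%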; note: % is set by controls: 0 for no effect and ±100 for the full control effect
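U2OS cells transduced with wild-type KCNH2 virus are loaded with FluxOr dye for 45 min, and thallium flux is measured in kinetic reads before and after stimulation buffer. Rate constants are normalized to DMSO controls.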
TSHR antagonist: blocks TSH signaling through the human TSH receptor | P16473 | TSHR-expressing cells, TSH-stimulated cAMP HTRF, 2 h; stronger effect = lower value | activity change, negative = inhibition, % at 11.5 µM | actives 0.2% (n = 330,000) | AID 504810;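 active = activity change below a set negative limit, meaning inhibition stronger than a set level, cut at about -70% in these data; inconclusive = activity change between two set negative limits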; note: % is set by controls: 0 for no effect and ±100 for the full control effect
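Read-out is FRET at 665 nm (cryptate excitation 337 nm) from a cryptate-tagged anti-cAMP antibody, competed by cell cAMP against cAMP-d2. Compounds are tested on freshly harvested TSHR cells challenged with 4nM TSH (EC80) for 2 hours at 37 deg C.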
USP2a block: USP2a (human) protease inhibition | O75604 | USP2 core, Ub-CHOP2 coupled fluorogenic reporter, 485/531 | Potency, µM (highest dose often 38.3 µM), inactives show at the highest dose activity change, negative = inhibition, usual class: inhibitors | actives 0.01% (n = 330,000) | AID 463254;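 note: potency is the fitted concentration of half-maximal effect; plate controls were DMSO wells for no effect and full inhibition by NEM control for full effect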
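Deubiquitinase activity read as fluorescence (485/531 nm) after Ub-CHOP2 cleavage activates the enterokinase reporter on its substrate; USP2 core 10nM, Ub-CHOP2 and substrate 25nM each, 30min compound preincubation then 60min RT; data normalized to NEM, curves fitted.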
Mito fusion yeast: inhibitors of mitochondrial division or activators of mitochondrial fusion; S. cerevisiae fusion-defective mutant growth rescue, CellTiterGlo 48 h; Potency, µM (titrated, usually from 46.1 µM), for the others: at the top dose growth rescue (activation), hits mostly activators; AID 485298; actives 0.23% (n = 320,000);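 note: potency is the fitted concentration of half-maximal effect; % of control where 0% means no effect; nearly all actives have a fitted effect of over 45% in size; temperature-sensitive fusion mutants such as fzo1-1 at 37 °C on non-fermentable ethanol glycerol medium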
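Read-out: ATP-based luminescence (CellTiterGlo, 10 min ambient) reporting growth of fusion-defective ts yeast after 48 hours at 37C on glycerol/ethanol YPEG medium in the presence of compound.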
* = called active by the depositor; ? = inconclusive; / = not tested or not shown; [ ] = dose if it differs, or a comment. Unless noted, calls come from the whole dose curve; as a rule, active = well fitted curve in the direction sought with a large enough effect; inconclusive = small, poorly fitted or top-dose-only effect, or another doubt; inactive = no such curve, though single readings can be large; an effect the other way counts as inactive or inconclusive. An excerpt, so the mix of outcomes need not match the whole.

SMILES	PKM2 act	ASM inhibitor	Chronic BCR inh	GALK inhibitor	Eya2 phos inh	MBNL1 CUG block	Menin-MLL TR inh	hERG WT inh	TSHR antagonist	USP2a block	Mito fusion yeast
CCOC(=O)CSCc1cn2cc(Cl)ccc2n1	3.9%	1.4%	19.2%	0.5%	-10.3%	-2.1%	1.0%	2.6	11.2	7.0%	-0.8%
COc1ccc(/C=C(\C#N)C(=O)Nc2cc(C)c(Cl)cc2OC)cc1O	1.3%	0.5%	-0.3%	0.0%	3.1%	4.4%	/	-0.8	-3.0	-2.5%	10.3%
CCCCCNC(=O)c1ccc2c(=O)n(CCCN3CCCC3=O)c(=S)[nH]c2c1	-6.4%	6.3%	-24.2%	0.4%	14.7%	-3.0%	-13.2%	5.9	4.5	0.8%	17.7%
CC1(C)N=C(N)N=C(N)N1c1ccc(OCCCOc2ccccc2)c(Cl)c1	0.0%	-1.7%	4.0%	1.6%	1.1%	-8.6%	?	-0.1	5.8	-2.3%	-9.0%
Cn1c(SCC(=O)NC(=O)Cc2ccccc2)nnc1-c1ccc(F)cc1	/	0.1%	-0.6%	/	1.9%	/	/	-0.1	14.2	2.9%	/
CC1(C)CC2CC(C)(CN2S(=O)(=O)c2ccc(C(=O)Nc3ccc(S(=O)(=O)N4CCOCC4)cc3)cc2)C1 (stereo unspecified)	-7.2%	-3.8%	6.7%	0.2%	-6.7%	/	1.6%	-5.0	-12.3	-2.3%	-26.7%
CCOC(=O)C1C(=O)CC(=O)CC1CC(C)SCC (stereo unspecified)	-2.5%	-3.3%	?	1.3%	1.0%	-6.5%	1.7%	-4.2	-4.1	-1.3%	-0.4%
COc1ccccc1NC(=O)/C(C#N)=C/c1ccc(OCCN2CCOCC2)c(OC)c1	1.1%	-0.4%	0.6%	4.4%	-15.8%	5.3%	/	-10.3	-6.5	-0.3%	-0.7%
COc1ccc(Cn2c(C(C)C)nc3sc4ccccc4c(=O)c3c2=O)cc1	6.5%	?	?	/	-13.9%	-11.7%	/	-3.8	1.1	0.2%	8.1%
CCOC(=O)/C(C#N)=C/C=C1/C=CC=CN1C	-2.6%	-16.6%	4.3%	1.4%	8.0%	/	/	0.3	-25.1	-1.7%	-3.1%
CN(C)S(=O)(=O)c1cccc(N=C2NN=C(c3ccccc3)CS2)c1	-0.8%	0.5%	?	-1.2%	-15.6%	-4.0%	-0.3%	-2.0	-11.2	1.5%	-2.3%
COc1cccc(S(=O)(=O)NCc2ccc(C(=O)Nc3cccc(Cl)c3)cc2)c1	-1.4%	?	?	1.1%	11.6%	-3.4%	?	-1.6	-20.7	-2.2%	-1.8%
Cc1ccc(C)c(NC(=O)CN(C)C(=O)C2CCN(C(=O)Nc3ccccc3)CC2)c1	/	4.0%	3.6%	/	2.8%	/	/	-0.9	10.5	0.7%	0.1%
Cc1ccc(SCc2cc(=O)c3c(=O)n(-c4ccccc4)[nH]c3[nH]2)cc1	-28.9%	6.8%	?	-1.1%	6.1%	0.5%	?	1.3	15.5	?	-2.1%
Nc1ccc(-c2nc3ccccc3s2)cn1	/	44.4%[activator]	?	6.6%	-19.0%	30.4%[activator]	?	-11.5	-7.9	3.5%	17.2%
COc1ccc(OCC(=O)Nc2cc3c(cc2C(=O)O)OCCCO3)cc1	0.1%	4.0%	18.7%	-5.2%	0.8%	-3.4%	-3.4%	2.5	10.4	3.1%	12.7%
CCCc1nnc(NC(=O)CC(=O)Nc2ccccc2C(=O)O)s1	-12.2%	2.6%	-19.6%	-2.4%	0.2%	-6.9%	8.4%	-3.9	8.9	-2.4%	0.9%
CCN(CC)S(=O)(=O)c1ccc(C(=O)N(c2ccc(C)cc2)C2C=CS(=O)(=O)C2)cc1 (stereo unspecified)	-3.4%	0.8%	-11.4%	0.4%	-3.9%	-8.2%	-19.0%	-4.4	-9.9	4.1%	-2.3%
O=C(CCS(=O)(=O)c1ccccc1Cl)NCc1ccc(F)cc1	24.9%	6.8%	1.6%	0.1%	-5.2%	/	/	-2.0	-20.2	1.2%	5.0%
COc1cc(CNCCc2c[nH]c3ccccc23)cc(Cl)c1OCC(N)=O	-2.7%	-2.1%	1.2%	7.0%	-6.0%	-4.3%	-6.7%	25.9	19.4	1.9%	11.3%
c1ccc(CN2CCN(c3nc4ccccc4s3)CC2)cc1	/	-1.2%	?	10.8%	8.8%	-1.5%	?	5.3	-10.6	3.1%	6.6%
Fc1cccc(/C=N/Nc2nncc3ccccc23)c1	/	-2.8%	?	-2.5%	-9.4%	8.5%	?	-2.4	-10.2	0.4%	-7.6%
COc1ccc(S(=O)(=O)N2CCCC2CNC(=O)C(=O)NC2CCCCCC2)cc1 (stereo unspecified)	/	-0.2%	-1.4%	/	-18.3%	/	/	19.8	-9.7	-1.2%	16.9%
COC(=O)c1sc(-c2ccccc2)cc1NC(=O)c1cc(OC)cc(OC)c1	12.1%	16.9%	-2.2%	1.3%	3.1%	/	2.4%	3.0	11.5	1.2%	-0.4%
COc1cc(OC)cc(C(=O)N/N=C2/SCC(=O)N2Cc2ccco2)c1	3.8%	1.1%	-1.1%	0.4%	4.4%	-11.8%	-12.3%	3.5	22.9	-0.5%	-2.2%
SMILES	PKM2 act	ASM inhibitor	Chronic BCR inh	GALK inhibitor	Eya2 phos inh	MBNL1 CUG block	Menin-MLL TR inh	hERG WT inh	TSHR antagonist	USP2a block	Mito fusion yeast
CC(=O)Nc1ccc(S(=O)(=O)N[C@H](C(=O)O)C(C)C)cc1	6.5%	6.0%	1.4%	6.8%	0.2%	8.2%	0.0%	-9.1	25.4	-0.8%	0.3%
CCn1cc(/C=N/NC(=O)COc2cccc3cccnc23)c2ccccc21	-4.5%	-0.3%	-3.0%	-3.5%	-3.0%	/	9.2%	-1.8	-2.9	-0.3%	-5.7%
O=C1Nc2cc(C(=O)N3CCC(N4CCCCC4)CC3)ccc2S/C1=C\c1ccccc1	/	-1.0%	?	5.2%	5.5%	?	/	19.1	4.5	1.8%	-6.3%
S=C(Nc1ccc(Cl)cc1)N1CCN(Cc2ccccc2)CC1	-1.1%	3.1%	2.1%	3.2%	-8.7%	0.3%	1.6%	-0.8	4.0	-0.3%	-1.3%
Cc1csc(NC(=O)CSc2ccc(-c3ccccn3)nn2)n1	-2.2%	7.9%	?	0.5%	-1.7%	4.8%	-7.9%	14.2	0.8	4.4%	-5.3%
COc1ccc2c(c1)CCc1c(C(=O)NC3CCCCC3)noc1-2	-18.3%	-1.2%	?	-1.3%	-15.5%	5.3%	?	11.9	-10.5	1.3%	2.7%
O=C(Nc1ccc(Cl)cc1Cl)N1CCN(c2ncccn2)CC1	3.9%	60.4%	?	-0.8%	-4.9%	-4.3%	-2.0%	0.7	-8.3	0.1%	9.3%
CN(Cc1ccc(OC(F)F)cc1)C(=O)c1ccc2c(=O)n3c(nc2c1)CCC3	/	7.9%	1.2%	/	7.3%	/	/	1.9	-0.4	2.6%	-2.2%
Cc1cc2c(s1)CCCCC(=O)N2	-1.4%	-0.3%	0.8%	-0.1%	-9.3%	-0.5%	?	-4.6	-23.1	-0.7%	-1.0%
Cc1cccc(NC(=O)CN2C(=O)N/C(=C/c3cc(C)n(-c4cccnc4)c3C)C2=O)c1	6.2%	28.8%	-1.3%	-1.0%	-8.8%	8.2%	4.0%	13.9	11.3	-2.3%	-7.3%
NC(=O)C(c1ccccc1)c1ccc(C(=O)c2ccccc2)cc1 (stereo unspecified)	/	-2.6%	?	-1.4%	4.7%	-4.3%	-15.1%	1.8	-14.2	-2.4%	-0.5%
COc1ccc(COC(=O)C2CCN(S(=O)(=O)c3ccc(F)cc3)CC2)cc1	/	-5.8%	2.7%	/	-9.8%	/	/	1.9	-11.0	-3.7%	20.0%
